Screening results: PubChem, National Center for Advancing Translational Sciences (NCATS)
Tb PYK inh: T. brucei pyruvate kinase inhibition; hit rate 0.12% among 410,000; TbPYK enzyme, Kinase-Glo Plus ATP luminescence, 45 min; Potency, µM (highest dose often 76.8 µM), for the others: top-dose activity, negative = inhibition, actives largely listed as inhibitors; active = well fitted inhibition curve with a large enough effect; inconclusive = small, poorly fitted or top-dose-only effect; also: nearly all actives have a fitted effect of over 50% in size
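Luminescence from Kinase-Glo Plus, added after a 45-minute room-temperature reaction, served as the end-point read-out. The enzyme and substrate were preincubated with compound before ADP (130 uM final) initiated turnover. Concentration-effect curves came from normalized qHTS data.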
* hit, by the source's call; ? = inconclusive; & = joins results of further samples; [ ] = dose if it differs, or a comment. % is scaled to controls: 0 for no effect and ±100 for the full control effect; potency is read from the fitted curve at half-maximal effect. An excerpt; count on the stated rates, not on these rows.

Structure	Tb PYK inh
O=C(NC(c1ccc(F)cc1)c1ccc2ccccc2n1)C1CCN(CCOc2ccc(Cl)cc2Cl)CC1 (stereo not drawn)	-1.6%
O=C(NC1CCCc2ccccc21)c1ccc2c(c1)sc1nc(-c3ccccc3)cn12 (stereo not drawn)	0.5%
O=C(C(Br)=Cc1ccccc1)c1ccccc1	5.1%
CCS(=O)(=O)N1CC(=O)N(c2cccc(Cl)c2C)C(C)(C(=O)NC2CCCCC2)C1 (stereo not drawn)	3.3%[15.4 µM]
CC(=O)Nc1cccc(Nc2nc3ccccc3n3c(C)nnc23)c1	1.6%
O=C(COc1ccc(F)cc1)Nc1nnc(S(=O)(=O)N2CCc3ccccc32)s1	-4.2%
O=C1NC[C@H](c2ccccc2)N(CCCCC2CCCCC2)C1=O	2.1%
COc1cc(C2CC(=O)Nc3c2c(C)nn3-c2nncc(-c3ccc(C)cc3)n2)cc(OC)c1OC (stereo not drawn)	-2.0%
Cc1cccn2c(=O)c3cc(C#N)c(=N)n(CCCN4CCOCC4)c3nc12	-13.6%
OC(c1ccc(Cl)c(Cl)c1)c1ncc(-c2ccc(C(F)(F)F)cc2)[nH]1 (stereo not drawn)	-18.4%
CC(C)Nc1nc(Nc2ccccc2Cl)c2sccc2n1	-0.3%
CCN(CC)CCNC(=O)c1cc2c(=O)[nH]c3ccc(C)cc3c2s1	4.6%
COc1ccc(S(=O)(=O)c2cnc(SCC(=O)Nc3cc(F)ccc3C)[nH]c2=O)cc1Cl	3.8%
S=C(NCCc1ccccc1)N1CCC2CC1c1cc(-c3ccc4c(c3)OCO4)ccc12 (stereo not drawn)	-1.4%
CCCCCCc1cc2cc(-c3nnc(-c4ccc(C)cc4)o3)c(=O)oc2cc1O	0.2%
CCc1c(C)c2ccc(O)c(CN3CCN(c4ccccc4)CC3)c2oc1=O	-2.9%
COCc1cccc(-c2csc(C(C)(NC(C)=O)c3ccccc3)n2)c1 (stereo not drawn)	2.3%
CCc1cccc(NC(=O)CC2Oc3ccc(C)cc3NC2=O)c1 (stereo not drawn)	1.8%
Cc1ccc(Nc2c(-c3ccc(N4CCOCC4)cc3)nc3ccc(C)cn23)cc1	3.0%
CCN(CC)S(=O)(=O)c1nnc(NC(=O)c2ccccc2Cl)s1	-3.6%
CCCCCC(=O)N1C[C@H](O)[C@@H](n2cc(COC(=O)c3ccccc3)nn2)C[C@@H]1c1ccccc1	-8.5%
CCOc1ccc(CNC(=O)C2CCCN(c3nc4c(C)cc(C)cc4s3)C2)cc1 (stereo not drawn)	4.8%
CC1CCCCC1NC(=O)c1cc(Cl)nc2ccccc12 (stereo not drawn)	0.5%
NC(c1csc(NC(=O)Nc2ccc(OC(F)(F)F)cc2)n1)C1CCCCC1 (stereo not drawn)	4.8%
Cc1ccc(-c2cn3c(n2)sc2cc(C(=O)NC4CCCCCC4)ccc23)cc1	2.2%
COc1cccc(C(=O)NCc2cn3ccccc3n2)c1	-0.3%
CCC(=O)N1CCc2cc(Br)cc(S(=O)(=O)CCC(=O)NCc3ccc(C)cc3)c21	1.0%
CCC(C)NC(=O)CCc1c(C)nc2cc(-c3ccc(OC)cc3OC)nn2c1C (stereo not drawn)	8.5%
Cc1ccc(C)c(-n2c(CCC(=O)O)ccc2-c2ccc(Cl)cc2)c1	-11.9%
O=C(NCc1cccnc1)c1cc(C2CCCN(C(=O)CCCc3ccccc3)C2)on1 (stereo not drawn)	-0.9%

Three structures out of the list, sorted by number of heavy atoms, descending:
Structure	Tb PYK inh
NC(c1csc(NC(=O)Nc2ccc(OC(F)(F)F)cc2)n1)C1CCCCC1 (stereo not drawn)	4.8%
Cc1ccc(C)c(-n2c(CCC(=O)O)ccc2-c2ccc(Cl)cc2)c1	-11.9%
CC1CCCCC1NC(=O)c1cc(Cl)nc2ccccc12 (stereo not drawn)	0.5%

Four entries from above, field by field:
> CC1CCCCC1NC(=O)c1cc(Cl)nc2ccccc12 (stereo not drawn)
  Tb PYK inh: 0.5%

> NC(c1csc(NC(=O)Nc2ccc(OC(F)(F)F)cc2)n1)C1CCCCC1 (stereo not drawn)
  Tb PYK inh: 4.8%

> Cc1ccc(-c2cn3c(n2)sc2cc(C(=O)NC4CCCCCC4)ccc23)cc1
  Tb PYK inh: 2.2%

> COc1cccc(C(=O)NCc2cn3ccccc3n2)c1
  Tb PYK inh: -0.3%

(next part)
Structure	Tb PYK inh
Cc1ccc(-n2c(SCc3ccccc3C)nc3[nH]ncc3c2=O)cc1C	-2.7%
Cc1ccc(C)c(NC(=O)CSc2c3c(nc4ccc(Cl)cc24)CCCC3)c1	5.4%
CCN1CCN(c2ccc(S(=O)(=O)N3CCCCC3)cc2NC(=O)CCNC(C)=O)CC1	2.9%
Cc1ccc(C)c(NC(=O)c2cc(S(=O)(=O)N3CCCCCC3)ccc2F)c1	-3.2%
O=C(CCNC(=O)c1ccccc1Cl)Nc1ccc(S(=O)(=O)N2CCOCC2)cc1	0.7%
CN(CC(=O)Nc1ccc(Cl)c(C(F)(F)F)c1)C(=O)C1CC(=O)N(c2ccc3c(c2)OCCO3)C1 (stereo not drawn)	4.2%
Cc1ccc(S(=O)(=O)N2CCCc3cc(NS(=O)(=O)c4ccc(F)c(C)c4)ccc32)cc1	1.2%
COc1cccc(C(c2nnnn2C2CCCC2)N2CCC3(CC2)C(=O)NCN3c2ccccc2)c1OC (stereo not drawn)	-2.2%
CN(C(=O)c1ccc(NC(=O)Cc2ccc(NC(=O)C3CCCN(C(=O)C4CCC4)C3)cc2)cc1)C1CCCC1 (stereo not drawn)	-9.7%
CCc1ccc(C(O)c2ncc(-c3ccc(C(F)(F)F)cc3)[nH]2)cc1 (stereo not drawn)	5.1%
CCCNc1ccc(-c2nc(-c3ccccn3)no2)cc1[N+](=O)[O-]	-3.3%
N#Cc1c(N)nc2c(c1-c1ccncc1)CCCCCC2	4.5%
CC1(C(=O)Nc2ccc3c(c2)OCCO3)CCN1Cc1ccc(-c2ccccn2)cc1 (stereo not drawn)	10.6%
CCCCCN1C(=O)/C(=C/c2c(N3CCc4ccccc4C3)nc3ccccn3c2=O)SC1=S	-6.6%
CC(=O)C1=CCC(c2ccc(F)cc2)N(S(=O)(=O)c2ccc(C)cc2)C1 (stereo not drawn)	-4.9%&2.7%
COCCCNC(=O)C1CCCN(S(=O)(=O)c2ccc3c(c2)oc(=O)n3C)C1 (stereo not drawn)	2.0%
Nc1[nH]c(C(=O)c2ccccc2)c(-c2ccccc2C(F)(F)F)c1C(=O)NCCc1c[nH]c2ccccc12	4.9%
CC12C=CC(=O)C=C1C(F)CC1C3CCC(O)(C(=O)CO)C3(C)CC(O)C12F (stereo not drawn)	7.6%
CC(=O)Nc1cccc(-c2ccnc3c2CC(C(=O)NCc2ccc(N(C)C)cc2)O3)c1 (stereo not drawn)	-8.7%
Cc1cccc(CC(=O)Nc2ccc3nc(N4CCC(C)CC4)cc(C)c3c2)c1	-0.9%
CCc1n[nH]c(=S)n1/N=C/c1ccc(-c2ccc(Br)cc2)o1	?
COc1ccc(C)cc1NS(=O)(=O)c1cc2c3c(c1)CC(=O)N3CCC2	1.2%
Clc1ccc(-c2csc(-c3nc(-c4ccc(Br)s4)cs3)n2)cc1	-6.5%
C[C@H](NC(=O)CC[C@H]1O[C@@H](n2ccc(=O)[nH]c2=O)[C@H](O)[C@@H]1O)c1cccc2ccccc12	3.9%
Cc1ccsc1C(=O)N1CCC1(C)C(=O)NCc1cccnc1 (stereo not drawn)	5.0%
C[C@H]1CN([C@@H](C)CO)C(=O)CCCn2cc(nn2)CO[C@@H]1CN(C)S(=O)(=O)c1ccc2ccccc2c1	-13.8%
COc1ccc(-c2noc(-c3cccnc3NCc3ccco3)n2)cc1	0.8%
CCOC(=O)Nc1ccc([N+](=O)[O-])cc1OC	4.9%
COc1ccc(-c2nc3ccc(C)cn3c2CC2CCCCC2)cc1OC	-0.4%
Cc1cccc(N2C(=O)N(Cc3cc(=O)n4ccccc4n3)c3ccccc3S2(=O)=O)c1	7.3%
CC(C)(C)n1nnnc1C1c2ccccc2C(=O)N1CCc1c[nH]c2ccccc12 (stereo not drawn)	4.7%
CCCNC(=O)c1cc(C2CCCCN2S(=O)(=O)c2cccc3cccnc23)on1 (stereo not drawn)	3.0%
O=C(Oc1ccccc1)N1CCC2(CCCN(c3ccc(-c4ccccc4)cc3)C2)CC1	-5.9%
c1ccc(OC2CCCCC2N2CCOCC2)cc1 (stereo not drawn)	-0.1%
COc1cccc2c1C(=O)c1c(O)c3c(c(O)c1C2=O)CC(O)(C(C)=O)CC3OC1CC(O)C(O)C(C)O1 (stereo not drawn)	-17.5%
Cc1ccc(C)c(N2CCN(C(=O)Cn3c(C)c4cnn(-c5ccccc5)c(=O)c4c3C)CC2)c1	4.1%
O=C1NC[C@H](CCCCN2C[C@H](Cc3ccccc3)N(CC3CCCCC3)C(=O)C2=O)N(CC2CCCCC2)C1=O	1.1%
COc1ccc(NC(=O)c2sc3nc(-c4cc5cccc(OC)c5oc4=O)[nH]c(=O)c3c2C)cc1	-21.1%
CC(C)c1ccc(NC(=O)CSC2=Nc3ccccc3C3=NC(CC(=O)NCc4ccc(F)cc4)C(=O)N23)cc1 (stereo not drawn)	3.9%
Cc1nc(C(F)(F)F)ccc1C(=O)N1CCC1(C)C(=O)NS(C)(=O)=O (stereo not drawn)	4.8%
CCCCN(C=O)c1c(CC)nc2ccc(C(=O)NCCCN3CCCC3=O)cn12	1.6%
CC(=O)c1cccc(-c2ccnc3c2CC(C(=O)Nc2cccc(OC(F)(F)F)c2)O3)c1 (stereo not drawn)	3.7%
CSc1cccc(NC(=O)CN(C)S(=O)(=O)c2ccc3c(c2)n(C)c(=O)c(=O)n3C)c1	0.5%
CN(C)C(=O)c1ccc(NC(=O)Cn2nnnc2-c2ccccc2F)cc1	2.8%
O=C(NCC(c1ccccc1)c1ccccc1)c1nn(-c2ccccc2Cl)nc1CO	-1.2%
COc1cc(NC(=O)c2nc3nc(C)cc(C(F)F)n3n2)c(OC)cc1Cl	-0.6%
COc1cccc(N2CCN(C(=O)c3cccc(-n4c(C)nc5cccnc54)c3)CC2)c1	0.3%[15.4 µM]
COc1ccc(CCNC(=O)CCn2c(=O)c3ccccc3n(CC(=O)Nc3ccccc3F)c2=O)cc1OC	-8.7%
O=C(CN1C(=O)COc2ccc(S(=O)(=O)N3CCCC3)cc21)N1CCN(c2ccccc2)CC1	2.3%
CCCCOc1ccccc1C(=O)Nc1nonc1-c1ccccc1	10.4%

Later entries.
Structure	Tb PYK inh
CCN(CC)C(=O)Cn1c(=O)cc(C)c2c(C)nn(-c3ccc(C)cc3)c21	3.9%
O=C(CSc1nc2c([nH]c3ccccc32)c(=O)n1-c1ccccc1F)Nc1ccccc1C(F)(F)F	0.5%
CC1CCN(C(=O)Cn2c(-c3cccs3)cc3cc(Cl)ccc32)CC1	1.1%
CCOc1ccc(-n2c(=O)c3c4c(sc3n(CC(=O)Nc3cccc(C(F)(F)F)c3)c2=O)CCCCC4)cc1	11.3%
CCCCC(=O)Nc1nnc(SCc2cc(=O)n3cc(C)ccc3n2)s1	0.0%
CC1CC(C)CN(S(=O)(=O)c2ccc(F)c(C(=O)NC3CCCCC3C)c2)C1 (stereo not drawn)	-0.6%
CCOC(=O)C1CC(CN2C(=O)c3ccccc3C2=O)OC1=O (stereo not drawn)	1.8%
COc1ccc(NC(=O)c2cc3c(=O)n(Cc4cccs4)ccc3nc2C)cc1	6.0%
CCOC(=O)C1=C(CN2CCN(c3cccc(OC)c3)CC2)NC(=O)NC1c1ccc(OC)cc1 (stereo not drawn)	-3.3%
COc1ccc(CNC(=O)c2ccc3c(c2)nc2n3CCCCC2)c(OC)c1	1.1%
Cc1ccc2[nH]c3c(=O)n(CC(=O)NC(C)C)ncc3c2c1	-1.1%
CC1(C(=O)NS(=O)(=O)c2cccc(Cl)c2)CCN1C(=O)Cc1ccc(Cl)cc1Cl (stereo not drawn)	-2.3%
CC(C)N1C(=O)NC2NC(=O)N(C(C)C)C21 (stereo not drawn)	4.5%
COc1ccc(-c2oc3cc(OC(C)=O)cc(OC(C)=O)c3c(=O)c2OC)cc1	-4.0%
CCCC(=O)N1CCC1(C)C(=O)Nc1ccc(-n2cncn2)cc1 (stereo not drawn)	6.6%
CCN(CC)c1ncnc2c1ncn2[C@H]1CN(Cc2ccccc2)C[C@@H](COC(C)=O)O1	3.5%
O=C(Nc1cccc2c1CCCC2)c1ccc(F)cc1	0.1%
Cc1cc2c(cc1C)N(Cc1ccc(Cl)cc1)C1=NCCCN12	-3.7%
Cc1ccc2c(c1)CO[C@]21O[C@H](CCO)C[C@H](O)[C@H]1O	9.7%
CCCCCc1c(-c2ccccc2OC)ncn1CCc1ccccc1OC	1.1%
CCCN(C(=O)Cn1cnc2onc(-c3ccc(F)cc3)c2c1=O)c1cccc(Cl)c1	2.2%
COc1ccc(CNC(=O)C(=O)Nc2ccc(OC)cc2OC)cc1	-3.9%
COc1cc(C=C2CCCC(=Cc3ccc(OCC4CO4)c(OC)c3)C2=O)ccc1OCC1CO1 (stereo not drawn)	0.6%
